# N-glyco inh – N-linked glycosylation inhibition; D54 ERlucT glycosylation luciferase reporter, 24 h; percent of 100 nM tunicamycin response; reporter increase, % at 12.5 µM; 0.23% of 360,000 active; AID 588692;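 active means mean luciferase reporter signal, scaled so untreated is 0 and the glycosylation-blocking control 100, at or above a set limit in every replicate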;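 further: luciferase carries N-glycosylation sites so blocking glycosylation raises the light; 0% = median of neutral control wells and 100% = median of 100 nM tunicamycin wells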
# ABCB6 inh MLPCN – inhibitors of human ABC transporter ABCB6 | fluorescence ratio to DMSO, % at 10 µM | AID 602162 | K562-ABCB6 porphyrin accumulation, flow cytometry, 1 h; active compounds read low | 0.19% of 360,000 active;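 active means fluorescence ratio to DMSO below 75%, the collection mean minus 3 SD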;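 further: signal is porphyrin accumulated inside mitochondria; 100% equals median channel fluorescence of DMSO control wells; lower ratio means ABCB6 inhibition with less porphyrin fluorescence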
# CaV13 FRET inh – Disruptors of the CACNA1D IQ motif to Ca2+-dependent inactivation inhibitor domain association, primary screening, Förster resonance energy transfer in intact living …; inhibition, % at 12.3 µM; 0.098% of 340,000 active; AID 743397; HEK cells, CFP/YFP FRET ICDI-IQ, plate reader, 10 min; percent FRET-ratio fall versus neutral wells;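 active means mean replicate inhibition of at least 30% and at least 1% of replicates passing that level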;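 further: 0% = median of the neutral control wells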
# Vif imaging – HIV Vif inhibition; HEK293T cells, Vif self-association by quenched fluorescence, imaging, 24 h; inhibition, % at 7.49 µM; 0.35% of 340,000 active; AID 602346; in the data active means inhibition above about 50%, passing the limit was not always enough; further: some results filed as inactive read as strong as hits
# MC4R ag barr – activates human MC4R beta-arrestin recruitment. U2OS MC4R beta-arrestin complementation, luminescence; percent of melanotan II response, DMSO zero. activation, % at 8.9 µM. 0.98% of 360,000 active. AID 540308;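 active means activation above a per-plate cutoff, the mean activation of sample wells on that plate plus 3 SD, cut at about 8% in these data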
# Target sequence (P32245 whole entry, looked up): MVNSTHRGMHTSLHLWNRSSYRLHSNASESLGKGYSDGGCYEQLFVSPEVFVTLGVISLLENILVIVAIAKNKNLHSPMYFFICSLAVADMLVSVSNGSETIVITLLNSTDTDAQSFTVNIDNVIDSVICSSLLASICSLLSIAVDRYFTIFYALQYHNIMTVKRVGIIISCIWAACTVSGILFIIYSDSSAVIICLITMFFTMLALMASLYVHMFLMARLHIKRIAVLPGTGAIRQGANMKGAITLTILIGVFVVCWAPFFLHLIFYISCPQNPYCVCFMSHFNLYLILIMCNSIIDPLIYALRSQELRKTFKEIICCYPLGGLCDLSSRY
# Cardio protect – modulators protecting cardiomyocytes from myocardial damage | 0.63% of 360,000 active | protection from H2O2 cell death, % at 20 µM | H9c2 cardiomyocytes, H2O2 injury protection, ATPLite, 2 h | AID 588492;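 active means compounds giving at least 50% protection of heart cells from peroxide-induced death in the single-dose screen, raw or plate-pattern-corrected value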;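 further: 0% = DMSO wells with peroxide and 100% = DMSO wells without peroxide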
# MC4R antagonist – blocks human MC4R cAMP signaling; P32245; MC4R-expressing cells, MTII-stimulated cAMP, LANCE TR-FRET; inhibition, % at 6.5 µM; 0.48% of 360,000 active; AID 540295;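 active means inhibition above its plate's cutoff, the mean of tested wells on that plate plus 3 SD, cut at about 29% in these data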;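 further: 0% = Melanotan II alone and 100% = Melanotan II plus saturating MCL0020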
#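 Material: human MC4R-expressing U2OS cells. Probe or stimulus: Melanotan II challenge. Dosing: 6.5 µM single dose. Times: 30-min compound, 1-h challenge, 1-h detection, room temperature. Technique: TR-FRET with Eu-cAMP and labeled anti-cAMP, 671 nm. Replication: singlicate.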
# aDG glyco up – increases alpha dystroglycan glycosylation | 0.22% of 360,000 active | Pro5-aDG cells, alpha-DG glycosylation AlphaScreen (IIH6); 0% Pro5, 100% B10-LARGE cell signal | activation, % at 10 µM;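 active means activation of at least 8% versus controls, or a plate z-score of at least 8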;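 further: Pro5 are CHO cells carrying HIG-tagged alpha-DG that lacks glycosylation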
# HTR2A ag – mouse HTR2A agonism via beta-arrestin recruitment. AID 624169. CHO-K1 mHTR2A beta-arrestin complementation, luminescence; percent of 30 µM serotonin response. P35363. 0.66% of 360,000 active. activation, % at 7.6 µM;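 active means activation above a run cutoff, the mean activation of all tested compounds plus 3 SD, cut at about 14% in these data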;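 further: 0% = plate median of compound wells and 100% = 30 µM serotonin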
# Target sequence (P35363 whole entry, looked up): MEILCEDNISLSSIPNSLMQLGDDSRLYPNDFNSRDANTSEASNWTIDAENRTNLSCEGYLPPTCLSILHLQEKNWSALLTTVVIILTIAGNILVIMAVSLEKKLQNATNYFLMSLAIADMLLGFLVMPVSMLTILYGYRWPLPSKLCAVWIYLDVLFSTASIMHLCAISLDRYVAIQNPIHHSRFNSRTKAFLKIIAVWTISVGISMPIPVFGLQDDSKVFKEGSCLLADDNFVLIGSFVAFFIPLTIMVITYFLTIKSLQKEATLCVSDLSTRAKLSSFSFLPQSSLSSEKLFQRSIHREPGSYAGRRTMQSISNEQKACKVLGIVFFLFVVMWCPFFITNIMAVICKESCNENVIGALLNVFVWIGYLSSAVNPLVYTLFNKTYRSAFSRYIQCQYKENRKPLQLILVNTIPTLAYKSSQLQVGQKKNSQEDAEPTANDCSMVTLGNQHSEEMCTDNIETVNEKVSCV
# PDI inh – blocks human protein disulfide isomerase activity | P07237 | PDI insulin aggregation turbidity, A650, 90 min | inhibition, % at 10 µM | 0.052% of 350,000 active;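 active means mean inhibition across replicates of 30% or more, whatever share of single replicates reach that level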;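 further: absorbance from insulin aggregation driven by PDI reduction with DTT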
# Active calls of the source: *; . = not tested or not shown.
SMILES,N-glyco inh,ABCB6 inh MLPCN,CaV13 FRET inh,Vif imaging,MC4R ag barr,Cardio protect,MC4R antagonist,aDG glyco up,HTR2A ag,PDI inh
O=C1CC(NC2CCN(C(=O)c3cccc(F)c3)CC2)C(=O)N1 (configuration not stated),0.5,100.0,-18.0,6.9,-1.3,1.0,-1.5,-0.1,10.9,7.3
CCCCNCc1cc(Br)c(OCc2cccs2)c(OC)c1,-2.9,105.0,-5.0,-2.1,-1.7,-6.1,12.1,1.7,6.0,14.4
CCOC(=O)C1(CC2CCCCO2)CCN(S(=O)(=O)c2cc(C)cs2)CC1 (configuration not stated),-5.0,99.0,-5.9,-15.8,1.9,8.4,0.2,0.3,3.9,-1.7
COc1ccc(N2CCN(C3CCCN(C(=O)CN4CCOC4=O)C3)CC2)cc1 (configuration not stated),0.4,95.0,-5.7,5.4,-3.2,4.4,-1.2,-0.3,1.2,-2.0
O=C(O)C(CCc1ccccc1)N1CCOCC1 (configuration not stated),1.6,93.0,-7.1,-5.4,-2.0,2.5,-0.9,0.0,6.7,1.4
CC(=O)N(CC(=O)O)c1ccccc1,0.1,94.0,-2.8,-5.8,-2.6,7.9,6.5,0.0,0.7,-0.2
Cc1ccc2nsnc2c1S(=O)(=O)NCc1ccc2c(c1)OCO2,-0.6,91.0,-6.1,5.4,-2.6,2.3,-0.6,-0.3,-0.3,-9.5
Cc1ccc(C)c(OCCC(=O)OCc2csc(CC(=O)Nc3ccccc3C)n2)c1,0.2,98.0,-3.3,.,-1.2,3.1,9.4,-0.1,-2.0,-2.4
CCc1ccc2oc(C(=O)Nc3nonc3CC)c(C)c2c1,-4.8,98.0,-2.4,-19.1,7.3,-9.7,8.4,-0.1,-6.5,1.1
COc1ccc(NC(=O)NC2CCCCC2C)cc1 (configuration not stated),-1.2,99.0,-4.2,-2.2,-1.0,-1.8,7.2,-0.5,0.4,12.2
Cc1cc(NC(=O)CSc2nnc(-c3ccccc3C)n2C)no1,0.6,100.0,-4.4,-3.8,-1.7,10.5,-1.3,0.0,4.3,-7.7
Cc1cc(F)ccc1NC(=O)c1cccnc1,0.6,98.0,2.0,11.3,-1.6,-5.1,-0.3,0.0,3.2,12.0
CCS(=O)(=O)Nc1cc(OC)c(OC)cc1Cc1nccc2cc(OC)c(OC)cc12,2.2,98.0,-6.4,0.0,-2.3,5.5,-1.2,2.1,-1.7,-6.1
CCNC(=O)c1ccc(-n2nc(C)cc2-c2ccccc2)cc1,1.0,98.0,-3.7,10.6,0.5,-8.1,5.2,0.2,1.6,-0.8
O=C(Nc1ccc(S(=O)(=O)NC2=NCCCCC2)cc1)c1cccc(S(=O)(=O)N2CCOCC2)c1,-0.6,94.0,-6.9,4.1,-2.3,5.1,-0.9,-0.4,2.9,1.1
COc1cccc(C(=O)Nc2c3c(nn2-c2ccc(Cl)cc2)CS(=O)(=O)C3)c1OC,-2.8,94.0,-2.2,-4.5,1.0,7.3,22.2,-0.1,1.0,0.1
Cc1ccc(S(=O)(=O)N2CCC(C(=O)NCCCN3CCOCC3)CC2)cc1,0.1,95.0,-5.5,13.1,0.1,2.9,2.9,0.2,1.4,-13.7
O=C(NCc1ccco1)c1ccccc1SCC(=O)N1CCCC1,0.0,101.0,-5.6,-7.2,-2.1,-0.5,-1.4,0.1,-1.6,-3.7
COc1ccc(S(=O)(=O)CC(=O)c2cc(C)c(O)c(C)c2)cc1,0.3,94.0,-4.0,17.9,-2.6,0.1,-3.5,-0.4,-2.5,6.5
CCCn1c(SCC(=O)Nc2cccc(F)c2)nc(O)cc1=O,0.6,100.0,-2.2,1.6,-2.0,-0.3,-1.7,0.2,-0.8,-1.0
CCCn1c2ccc(F)cc2c2nnc(SCCN3CCOCC3)nc21,-2.7,102.0,-16.3,-9.7,-0.4,2.9,-9.4,-0.3,-0.5,-6.4
CCOCCCn1c(SCC(=O)Nc2ccccc2OC)nc2ccccc2c1=O,-3.6,95.0,-3.6,-2.6,-1.7,16.5,-5.3,-0.1,1.1,16.1
CCCCN(C(=O)c1cc(S(=O)(=O)N2CCCCC2)ccc1Cl)c1c(N)n(CC(C)C)c(=O)[nH]c1=O,0.6,101.0,-5.1,-2.0,-1.4,-5.4,0.7,0.0,-4.7,-6.3
O=C1CN2CCC1C/C2=C\c1ccnc2c(Cl)cccc12 (configuration not stated),3.2,91.0,-4.9,2.5,-1.0,1.6,7.3,0.1,4.2,-6.1
Cc1csc(NC(=O)C2CCCCC2C(=O)O)n1 (configuration not stated),-1.2,98.0,-4.6,18.6,-1.1,12.2,2.5,-0.2,1.4,5.9
C#CCOCCOCCOCCNc1nc(N2CCN(C(=O)[C@H](CCCCN)n3cc(CN)nn3)CC2)nc(N2CCN(C(=O)[C@H](CCC(=O)O)n3cc([C@@H](N)CCCCN)nn3)CC2)n1,0.0,97.0,-6.7,-4.4,-1.2,0.8,1.4,-0.1,1.3,-3.8
CCCS(=O)(=O)N1CCN=C1SCc1cccc(C)c1,-0.6,103.0,-5.9,2.7,-4.1,-3.6,16.6,0.2,-1.3,27.6
O=C(/C=C/c1ccc2c(c1)OCO2)NCc1cn2cc(Cl)ccc2n1,2.1,100.0,-19.5,0.2,-2.9,-12.2,5.2,0.0,-7.0,-3.0
Cc1c(NCc2ccncc2)cccc1C(=O)O,1.8,96.0,-6.1,1.2,-0.2,6.2,-5.7,0.0,7.5,-3.2
O=C(Nc1ccccc1C(F)(F)F)c1ccc(CN2CCC(Cc3ccccc3)CC2)cc1,-0.5,110.0,.,.,0.0,-14.4,3.1,0.4,-4.4,0.3
Cc1ccc(S(=O)(=O)Cn2nnnc2C(C(C)C)N2CCN(c3nc4ccccc4s3)CC2)cc1 (configuration not stated),-2.9,94.0,-2.2,-3.8,-0.3,5.4,13.0,1.6,3.0,-8.3
COCc1ccc(C(=O)N2CCCC(N(C)CCc3ccc(OC)c(OC)c3)C2)s1 (configuration not stated),0.3,98.0,-3.2,1.3,0.3,2.1,4.9,-0.1,-6.9,2.5
CCOC(=O)C1CCN(C(=O)c2ccc(N(C)S(=O)(=O)c3ccc(OC)cc3)cc2)CC1,1.9,102.0,-4.5,-3.2,0.2,-10.9,-1.4,-0.1,6.8,-7.1
O=C1c2cccc3c(N4CCCCC4)ccc(c23)C(=O)N1c1ccccc1O,-6.0,233.0,-319.9,-1.2,-1.8,-16.5,10.8,0.8,3.3,-9.5
CCNC(=O)C(Sc1ccccc1)c1ccccc1 (configuration not stated),1.2,98.0,-4.0,2.8,4.0,2.8,-4.9,-0.1,-7.3,-8.5
CCCCCC1CC(CC(C)C(=O)Nc2nncs2)C(=O)O1 (configuration not stated),4.3,100.0,-2.9,-7.8,-2.1,-0.9,-3.5,-0.1,6.3,-1.9

# 3 of these compounds, reformatted:
> O=C(/C=C/c1ccc2c(c1)OCO2)NCc1cn2cc(Cl)ccc2n1
  N-glyco inh: 2.1; ABCB6 inh MLPCN: 100.0; CaV13 FRET inh: -19.5; Vif imaging: 0.2; MC4R ag barr: -2.9; Cardio protect: -12.2; MC4R antagonist: 5.2; aDG glyco up: 0.0; HTR2A ag: -7.0; PDI inh: -3.0
> Cc1ccc(S(=O)(=O)Cn2nnnc2C(C(C)C)N2CCN(c3nc4ccccc4s3)CC2)cc1 (configuration not stated)
  N-glyco inh: -2.9; ABCB6 inh MLPCN: 94.0; CaV13 FRET inh: -2.2; Vif imaging: -3.8; MC4R ag barr: -0.3; Cardio protect: 5.4; MC4R antagonist: 13.0; aDG glyco up: 1.6; HTR2A ag: 3.0; PDI inh: -8.3
> Cc1csc(NC(=O)C2CCCCC2C(=O)O)n1 (configuration not stated)
  N-glyco inh: -1.2; ABCB6 inh MLPCN: 98.0; CaV13 FRET inh: -4.6; Vif imaging: 18.6; MC4R ag barr: -1.1; Cardio protect: 12.2; MC4R antagonist: 2.5; aDG glyco up: -0.2; HTR2A ag: 1.4; PDI inh: 5.9

# (more compounds)
SMILES,N-glyco inh,ABCB6 inh MLPCN,CaV13 FRET inh,Vif imaging,MC4R ag barr,Cardio protect,MC4R antagonist,aDG glyco up,HTR2A ag,PDI inh
C=C(C)C1Cc2c(C)nn(-c3nc(C)cc(C)n3)c2C1 (configuration not stated),1.6,94.0,.,.,0.8,-6.0,16.7,2.4,0.3,3.7
COc1ccc(C(C)(C)C)cc1NC(=O)c1cccc(S(=O)(=O)N2CCN(C(C)=O)CC2)c1,-2.3,97.0,-3.2,13.1,-2.6,-6.7,16.0,0.3,1.8,1.0
COC(=O)c1c(-c2ccc(SC)cc2)sc2ccccc12,-0.2,99.0,-9.9,-6.1,-1.9,-6.8,-0.4,-0.1,-1.4,-7.2
CCC(=O)N(CCc1ccccc1)Cc1cc2cc3c(cc2[nH]c1=O)OCO3,1.3,102.0,-3.4,6.7,-1.9,-0.1,1.4,0.2,4.8,-6.1
Fc1ccc(NC(=S)N2CCc3ccccc3C2)c(F)c1,-1.1,99.0,-4.6,-1.9,-2.1,-10.2,12.2,0.1,-4.6,0.1
C#CCNC(=O)C[C@@H]1C[C@@]2(C(=O)OC)CCCCC=C2N(CCC2=CCCCC2)C1=O,.,94.0,-4.6,.,.,.,.,-0.4,7.7,.
COc1cccc(CC(NC(C)=O)C(=O)NC2CCN(c3nc(C)cc(C)c3C#N)CC2)c1OC (configuration not stated),-0.7,97.0,-4.1,-3.1,-1.4,4.6,-1.1,0.0,-0.6,3.5
CCCN(CCC)Cc1cc(=O)oc2cc(C)ccc12,-0.6,101.0,-9.1,.,.,3.1,.,0.0,0.0,.
Cc1ccc(-c2nn3c(C)nnc3s2)cc1NC(=O)c1cccnc1,2.5,100.0,-5.3,-1.0,-0.4,9.7,5.3,0.0,-3.0,-30.1
CCc1nnc(SCC(=O)N2CCc3ccccc32)n1CC,0.3,96.0,-5.0,-5.6,-2.9,8.1,12.6,-0.1,-6.6,6.6
CC(C)N=C(NS(=O)(=O)c1ccccc1)C(Cl)(Cl)Cl,7.5,98.0,-5.0,-1.4,-2.6,-3.9,-4.4,-0.2,-1.6,5.2
CC(C)(C)OC(=O)N1CCC2(CC1)Oc1ccc(F)cc1C(=O)C21CC(c2cccnc2)=NO1 (configuration not stated),-4.5,99.0,-5.7,10.8,-1.3,3.8,1.1,-0.3,5.4,-4.3
COc1cccc(-n2c(SCC(=O)Nc3sc4c(c3C(N)=O)CCC4)nc3ccccc3c2=O)c1,0.3,98.0,-5.5,0.6,-1.2,10.8,-49.2,0.0,-4.3,-12.7
O=C(NC1CCCCC1)c1cc(F)cc2c1OCOC2,2.3,95.0,-5.2,0.9,1.5,-0.1,6.1,-0.1,4.2,7.2
COc1cc2c(cc1NC(=O)COC(=O)[C@@H](NS(=O)(=O)c1cccc(Cl)c1)C(C)C)oc1ccccc12,-2.7,106.0,-17.3,17.9,0.4,-3.2,10.4,1.4,-5.8,-0.1
CN(CC(=O)Nc1ccccc1C(F)(F)F)C(=O)CSCc1ccc(Cl)c(Cl)c1,-0.8,97.0,-4.6,-4.0,-0.4,-6.2,-0.3,0.5,-0.9,-2.4
CCn1cc(S(=O)(=O)Nc2ccccc2C(F)(F)F)cn1,3.4,85.0,-4.5,-9.6,2.5,-4.0,6.5,0.0,4.2,-1.2
CCN(C(=O)CSc1n[nH]c(N)n1)c1cccc2ccccc12,-2.2,85.0,-2.7,8.8,-2.6,2.8,2.6,-0.1,-5.0,-5.5
